# B2AR arrestin ag: beta-arrestin recruitment by human beta2-adrenergic receptor ligands; HTLA Tango cells, beta-arrestin recruitment, luciferase luminescence, 18 h; 44,000 tested, under 10 active; P07550; Potency, µM (top dose mostly 46.1 µM), without a hit: top-dose activation, hits mostly activators;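 also: potency is read from the fitted curve at half-maximal effect; 0% = DMSO and full agonism = EC100 isoproterenol or metaproterenol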
#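 Receptor–beta-arrestin recruitment read by tTA-responsive luciferase: compound titrations (up to 46 µM) incubated 18 h with Tango cells, then luminescent substrate 15 min at room temperature. Concentration-response fits classified by r2, efficacy and activity.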
# p53null 39C tox: selectivity test: cytotoxicity in p53 null cells, nonpermissive temperature. H1299 p53-null (neo) cells, 39C, ATPlite viability, 24 h. Potency, µM (doses to about 46.1 µM), without a hit: at the highest dose activity, negative = cell killing, most hits filed as cytotoxic. 55,000 compounds, 0.97% hits. AID 904;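 also: potency is read from the fitted curve at half-maximal effect; 0% = DMSO only and -100% = full killing by 100 µM tamoxifen; nearly all actives have a fitted effect of over 50% in size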
#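 Cells seeded at 600/well, 37C overnight. Compound added (up to 46 uM), plates shifted to 39C for 24 hr. ATPlite added, luminescence read after 20 min at room temperature.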
# FH mod: Identification of activators of human fumarate hydratase by quantitative high-throughput screening; 54,000 compounds, 0.22% hits; FH coupled MDH/diaphorase resazurin fluorescence, 15 min; Potency, µM (titrated, usually from 79.9 µM), for the others: top-dose activity change, negative = inhibition, hits mostly inhibitors; Fumarate hydratase, mitochondrial (Homo sapiens), P07954; also: potency is read from the fitted curve at half-maximal effect; % is scaled to controls: 0 for no effect and ±100 for the full control effect; the screen sought activators but most active calls are inhibition curves; nearly all actives have a fitted effect of over 45% in size
# PTAP-TSG101 blk: blocks PTAP binding to human TSG101, validation | Q99816 | Fluorescence polarization, FITC-PTAP peptide/Tsg101, 20 min | Potency, µM (doses to about 115 µM), for inactives: at the highest dose activity change, negative = inhibition, hits mostly inhibitors | 44,000 tested, under 10 active; also: potency is read from the fitted curve at half-maximal effect; 0% is about no effect
# Target sequence (Q99816 whole entry, looked up): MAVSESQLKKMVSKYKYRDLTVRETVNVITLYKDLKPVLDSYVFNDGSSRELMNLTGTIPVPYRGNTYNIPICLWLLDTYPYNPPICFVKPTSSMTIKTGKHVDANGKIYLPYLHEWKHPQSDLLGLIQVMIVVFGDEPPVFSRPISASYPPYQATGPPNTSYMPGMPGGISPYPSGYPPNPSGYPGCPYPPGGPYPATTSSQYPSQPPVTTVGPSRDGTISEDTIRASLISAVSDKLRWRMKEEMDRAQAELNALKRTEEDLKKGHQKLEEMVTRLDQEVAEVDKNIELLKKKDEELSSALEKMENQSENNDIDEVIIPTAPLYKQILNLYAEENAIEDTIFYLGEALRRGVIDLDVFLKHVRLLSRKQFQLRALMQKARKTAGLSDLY
#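 FITC-labeled PTAP peptide (50 nM final) binding to Tsg101 binding domain (10 uM final) read by fluorescence polarization after 20 min at r.t. in HEPES pH 7.5 buffer. Actives by CRC class, <25 µM.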
# GALK inhibitor: GALK (human) enzyme inhibition. P51570. recombinant GALK, Kinase-Glo ATP luminescence, 1 h. Potency, µM (doses to about 57.5 µM), without a hit: at the top dose activity, negative = inhibition, usual class: inhibitors. 44,000 tested, under 10 active;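 also: plate controls were full GALK reaction for no effect and reaction lacking GALK for full effect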
# Target sequence (P51570 whole entry, looked up): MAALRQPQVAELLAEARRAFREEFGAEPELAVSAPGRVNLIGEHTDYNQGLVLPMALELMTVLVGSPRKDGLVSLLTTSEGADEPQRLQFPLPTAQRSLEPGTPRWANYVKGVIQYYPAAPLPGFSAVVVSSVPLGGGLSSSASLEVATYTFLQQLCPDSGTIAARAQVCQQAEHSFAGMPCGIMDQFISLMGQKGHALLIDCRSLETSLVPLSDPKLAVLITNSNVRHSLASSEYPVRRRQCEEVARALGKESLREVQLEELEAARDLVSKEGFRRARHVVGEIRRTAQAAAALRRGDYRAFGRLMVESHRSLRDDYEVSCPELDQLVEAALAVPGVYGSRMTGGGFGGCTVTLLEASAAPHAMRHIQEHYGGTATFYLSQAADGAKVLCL
#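 Compounds were pinned into ATP buffer, then GALK-galactose mix was added (final 5 nM enzyme, 35 uM ATP, 100 uM galactose, pH 8.0). After 1 h at room temperature, Kinase-Glo Plus was added and luminescence read.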
# NTMT1 inh: NTMT1 methyltransferase inhibition | Q9BV86 | NTMT1 MTase-Glo SAH luminescence, purified enzyme | Potency, µM (highest dose often 114 µM), without a hit: at the highest dose activity change, negative = inhibition, actives largely listed as inhibitors | 59,000 compounds, 2.5% hits;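 also: potency is read from the fitted curve at half-maximal effect; plate controls were DMSO vehicle for no effect and no enzyme for full effect; nearly all actives have a fitted effect of over 65% in size; many of its hits are not listed in these tables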
# Target sequence (Q9BV86 whole entry, looked up): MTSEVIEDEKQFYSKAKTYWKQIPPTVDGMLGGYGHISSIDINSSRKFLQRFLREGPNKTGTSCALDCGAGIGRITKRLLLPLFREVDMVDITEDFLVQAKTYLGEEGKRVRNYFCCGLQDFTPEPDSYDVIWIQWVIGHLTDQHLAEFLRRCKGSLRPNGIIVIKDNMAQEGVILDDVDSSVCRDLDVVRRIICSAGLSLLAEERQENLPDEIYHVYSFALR
# p53null 32C kill: selectivity test: cytotoxicity in p53 null cells, permissive temperature | H1299-neo p53 null cells, ATP luminescence, 24 h, 32C | Potency, µM (series often up to 46.1 µM), for inactives: top-dose activity change, negative = cytotoxicity, actives largely listed as cytotoxic | 55,000 compounds, 0.62% hits;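 also: potency is read from the fitted curve at half-maximal effect; 0% = DMSO only and -100% = full killing by 100 µM tamoxifen; nearly all actives have a fitted effect of over 55% in size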
#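 We seeded p53-null H1299-neo cells, incubated them overnight at 37C, and added compounds across a range up to 46 uM. After 24 hours at 32C, ATP reagent was applied for 20 min at room temperature and luminescence recorded.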
# Numbers without * were called inactive; ? = inconclusive; . = not tested or not shown; [ ] = dose if it differs, or a comment. Calls follow the shape of the dose curve; as a rule, active = well fitted curve in the direction sought with a large enough effect; inconclusive = small, poorly fitted or top-dose-only effect, or another doubt; inactive = no such curve, though single readings can be large; an effect the other way counts as inactive or inconclusive. The list is partial, so the mix of outcomes need not match the whole.
SMILES,B2AR arrestin ag,p53null 39C tox,FH mod,PTAP-TSG101 blk,GALK inhibitor,NTMT1 inh,p53null 32C kill
COc1cccc(-c2nc(S(=O)(=O)c3ccc(Cl)cc3)c(NCc3ccccc3)o2)c1,0%,1%,-16%,-1%,1%,13%,6%
Cc1nn2c(=O)cc(COC(=O)c3ccco3)nc2s1,-1%,-21%,8%,-2%,0%,0%,1%
CC(Oc1ccccc1)C(=O)Nc1nnc2n1CCS2 (stereo unspecified),1%,19%,28%,2%,1%,5%,-3%
COc1ccc(-n2cc(-c3ccccc3)c3c(SC(C)C(C)=O)ncnc32)cc1 (stereo unspecified),0%,14%,-22%,2%,3%,-4%,4%
Cc1ccc(NC(=O)c2sc3ncnc(N(C)C4CCCCC4)c3c2C)cc1,-4%,60%[activator],-24%,0%,-2%,-4%,7%
Cc1ccc(Cl)cc1N1CCN(C(=O)c2cc(S(=O)(=O)N3CCCCC3)cn2C)CC1,-1%,-4%,-9%,3%,5%,13%,1%
Clc1ccc(CN2CCc3nc(Nc4ccc5c(c4)OCCO5)ncc3C2)cc1,0%,-2%,-20%,-3%,-2%,7%,7%
Cc1noc(C)c1S(=O)(=O)NCCc1csc2nc(-c3ccc(Cl)cc3)nn12,-4%,?,-8%,-6%,2%,-1%,23%
CCOC(=O)c1c(S(=O)(=O)NCC(=O)NCc2cccc(C)c2)c(C)n(C)c1C,-2%,15%,7%,1%,1%,4%,-13%
CSc1cccc(NC(=O)C2CCCN(S(=O)(=O)c3ccc4c(c3)CCCN4C(C)=O)C2)c1 (stereo unspecified),0%,16%,-22%,1%,1%,9%,0%
COC(=O)c1ccc2c(=O)n(CCCCCC(=O)NC(C)C)c(=O)[nH]c2c1,-2%,8%,?,-2%,3%,0%,-7%
Cc1cccc(NC(=O)CSc2ncc(-c3ccc(Br)cc3)[nH]2)c1,-2%,20µM*,-15%,-1%,5%,3%,-3%
COc1cc(OC)c(NS(=O)(=O)c2cc(-c3cnc(C)o3)ccc2OC)cc1Cl,1%,-20%,?,-7%,-2%,11%,16%
Cc1ccc(CCNC(=O)C(CC(C)C)NS(=O)(=O)c2ccc3c(c2)oc(=O)n3C)cc1 (stereo unspecified),-1%,4%,0%,0%,4%,-1%,-3%
CCCN(C(=O)c1cn(C)c(=O)c2ccccc12)c1ccccc1C,-1%,12%,-1%,5%,6%,1%,-7%

# Already shown: entries from further up.
SMILES,B2AR arrestin ag,p53null 39C tox,FH mod,PTAP-TSG101 blk,GALK inhibitor,NTMT1 inh,p53null 32C kill
Cc1ccc(CCNC(=O)C(CC(C)C)NS(=O)(=O)c2ccc3c(c2)oc(=O)n3C)cc1 (stereo unspecified),-1%,4%,0%,0%,4%,-1%,-3%
CCCN(C(=O)c1cn(C)c(=O)c2ccccc12)c1ccccc1C,-1%,12%,-1%,5%,6%,1%,-7%

# Later entries:
SMILES,B2AR arrestin ag,p53null 39C tox,FH mod,PTAP-TSG101 blk,GALK inhibitor,NTMT1 inh,p53null 32C kill
Cc1ccccc1Cn1c(CN2CCC(C(=O)NCc3cccnc3)CC2)cc2ccccc21,-1%,3%,-28%,-3%,-5%,1%,21%
CCOC(=O)CSc1ccc2nnc(CCNS(=O)(=O)c3ccccc3)n2n1,0%,-17%,-15%,-4%,-4%,13%,-3%
CCC(=O)N1CCc2cc(S(=O)(=O)NCCC(=O)Nc3ccc(OC)c(OC)c3)ccc21,1%,-14%,-1%,-4%,-2%,-3%,4%
Cc1cc(C)c2oc(C(=O)Nc3c(C)n(C)n(-c4ccccc4)c3=O)cc(=O)c2c1,-1%,-3%,-33%,-2%,9%,5%,-4%
CCCCC(CC)CNC(=O)C1CCC(CNS(=O)(=O)c2cccc3nsnc23)CC1 (stereo unspecified),-2%,17%,-1%,0%,7%,?,1%
O=C(CSc1cn(CCNC(=O)c2c(F)cccc2F)c2ccccc12)Nc1ccccc1F,1%,.,-8%,-3%,-5%,0%,.
COc1cc(O)ccc1C1CC(=O)Nc2c1c(=O)nc(SCc1ccccc1C)n2C (stereo unspecified),-5%,-1%,-7%,-7%,?,-6%,-12%
COCc1cc(C)nc2sc(C(=O)Nc3cc(C)ccc3F)c(N)c12,0%,-24%,0%,1%,1%,3%,-3%
CC(C)CN(CCCNC(=O)c1cn(C)c2ccc(S(=O)(=O)N(C)C3CCCCC3)cc2c1=O)CC(C)C,1%,4%,-5%,-3%,1%,-27%,12%
CCCC(=O)OCc1cnc(C)c2oc(=O)c(C(=O)Nc3cccc(C(F)(F)F)c3)cc12,0%,4%,-25%,-1%,-3%,11%,-3%
COc1ccc(Nc2c(-c3ccc(C)o3)nc3ccc(Cl)cn23)cc1,0%,-17%,-2%,-1%,7%,-11%,4%
CCN1CCN(CCCNC(=O)CS(=O)(=O)Cc2nc(-c3cccc(OC)c3)oc2C)CC1,-2%,-6%,-2%,-1%,8%,0%,-5%
Cc1cccc(Cn2c(=O)n(-c3ccccc3C)c(=O)c3c2c2cc(C)ccc2n3C)c1,-1%,36%[activator],-15%,-2%,3%,10%,-13%
COc1ccc(-n2nc(C(=O)NCCc3ccc(Cl)cc3)c3c4ccccc4n(C)c3c2=O)cc1Cl,-1%,34%,-7%,3%,-3%,-1%,0%
Cc1ccc(C)c(CN2C(=O)c3ccccc3S(=O)(=O)c3ccc(C(=O)NCCCN4CCCC(C)C4)cc32)c1 (stereo unspecified),-2%,?,2%,-5%,1%,?,-1%
COc1cc(Cl)c(NS(=O)(=O)c2cc(-c3cc(C)no3)ccc2OC)c(OC)c1,3%,-7%,-28%,-5%,-2%,-14%,21%
COc1ccc(OC)c(NC(=O)Cn2cnc3ccc(S(=O)(=O)N4CCC(C)CC4)cc3c2=O)c1,-2%,.,-15%,-3%,6%,0%,.
Cc1cc(-c2nc3ncccc3o2)ccc1NC(=O)COc1cc(C)c(Cl)c(C)c1,0%,-7%,2%,7%,1%,0%,4%
COc1ccc(NC(=O)c2cccc(N3CCCS3(=O)=O)c2)cc1,2%,-36%,-1%,-3%,1%,-5%,-29%
COc1ccccc1CNS(=O)(=O)c1c(C(=O)N2CCC(C)CC2)c(C)n(C)c1C,0%,2%,5%,-3%,-4%,-8%,-4%
Cc1ccc(N2CCn3c2nc2c3c(=O)n(CCCc3ccccc3)c(=O)n2C)cc1,3%,-4%,5%,-5%,-2%,8%,3%
Cc1ccc(NC(=O)c2ccc(NC(=O)CCS(=O)(=O)c3cccs3)cc2)cc1F,0%,-3%,2%,2%,2%,10%,3%
CCOc1ccc(N2CC(C)Cn3c2nc2c3c(=O)n(Cc3c(F)cccc3Cl)c(=O)n2C)cc1 (stereo unspecified),-3%,1%,-19%,0%,-13%,?,7%
COc1ccc(N2CCN(CC(O)COc3ccc(C(C)C)c(C)c3)CC2)cc1 (stereo unspecified),1%,-8%,-12%,2%,-10%,?,-1%
Cc1cccc(CC(=O)NC2CC(=O)N(c3cccc(F)c3)C2)c1 (stereo unspecified),-4%,0%,3%,-3%,2%,2%,-2%
CC1=C(C(=O)Nc2ccc(Cl)cc2)C(c2cccs2)n2nc(SCc3cccc(Cl)c3)nc2N1 (stereo unspecified),1%,-12%,2%,3%,0%,21%,-1%
O=C(NCCCN1CCN(c2ccccc2)CC1)c1nnc(Cc2ccc(F)cc2)o1,6%,-14%,-14%,0%,3%,-16%,6%
CCC(=O)N1CCc2cc(Br)cc(S(=O)(=O)NCCc3ccccc3Cl)c21,0%,6%,-19%,0%,6%,-5%,7%
CCOC(=O)c1ccc(N2C(=O)c3n[nH]c(-c4cccs4)c3C2c2ccc(O)c(OC)c2)cc1 (stereo unspecified),0%,42%[activator],?,-5%,6%,-20%,17%
COc1cccc(NC(=O)CSc2nc3c([nH]c4ccccc43)c(=O)n2-c2cc(C)cc(C)c2)c1,?,13%,-8%,0%,-7%,10%,8%
CCOc1ccc(CNC(=O)c2ccc3c(Cl)c4c(nc3c2)CCCC4)cc1,-2%,-16%,-17%,-1%,-2%,11%,0%
COc1cccc(Cn2c(=O)n(-c3ccc(Br)cc3F)c(=O)c3sc4ccccc4c32)c1,1%,-11%,-4%,-1%,4%,-8%,-5%
COc1ccc(CNC(=O)CCc2c(C)c3cc4c(C)c(C)oc4cc3oc2=O)cc1OC,-2%,-6%,-9%,-13%,-8%,-3%,4%
COc1ccccc1CNS(=O)(=O)c1cc(C(=O)Nc2cccc(C(F)(F)F)c2)ccc1F,-2%,-3%,?,0%,0%,2%,42%[activator]
CCN(CC)S(=O)(=O)c1ccc2c(c1)N(CC(=O)N1CCN(c3ccccc3F)CC1)C(=O)CO2,1%,8%,-3%,0%,-1%,15%,-3%
CCc1ccc(-c2nn(CC(=O)NCc3ccccc3)c3c2cnc2ccc(F)cc23)cc1,0%,-1%,?,-1%,6%,3%,4%
O=C(C1COc2ccccc2O1)N(Cc1cccnc1)c1nc2c(F)cccc2s1 (stereo unspecified),-3%,10%,-12%,-8%,1%,12%,-5%
Cc1ccc2c(c1)N(C(=O)N1CCC(C(=O)NCCc3ccc(Cl)cc3)CC1)CC(C)O2 (stereo unspecified),-1%,-23%,-15%,1%,1%,4%,3%
Cc1ccc2cccc(NC(=O)COc3ccccc3[N+](=O)[O-])c2n1,-2%,12%,-19%,2%,2%,3%,17%
CCOc1ccc(-c2nc(SC(C(C)=O)C(=O)N(C)C)c3c(=O)n(C)c(=O)n(C)c3n2)cc1 (stereo unspecified),0%,-10%,-4%,-1%,0%,0%,-1%
O=C(Nc1ccc(C(=O)OCc2cc(=O)n3nc(C4CC4)sc3n2)cc1)c1cccc(Cl)c1,1%,-6%,10%,1%,-2%,5%,3%
COc1ccc(C2=C(C)C(=O)N(Cc3ccc(C(=O)Nc4ccc(F)cc4C)cc3)S2(=O)=O)cc1,1%,6%,2%,-5%,1%,7%,-9%
CCC(=O)N1CCc2cc(Br)cc(S(=O)(=O)N3CCCC(C(=O)NCc4ccc(OC)cc4)C3)c21 (stereo unspecified),1%,-16%,-2%,-4%,5%,-1%,12%
Cc1ccccc1C(=O)OCc1cc(=O)n2nc(C3CC3)sc2n1,1%,-19%,0%,0%,1%,-5%,2%
CCOC(=O)N1CCc2c(sc3c2c(=O)n(-c2ccc(F)cc2)c(=O)n3CC(=O)c2ccccc2)C1,8%,-6%,-18%,-1%,7%,5%,?

# Results in PTAP-TSG101 blk (three entries from above):
compound	PTAP-TSG101 blk
COc1cccc(Cn2c(=O)n(-c3ccc(Br)cc3F)c(=O)c3sc4ccccc4c32)c1	-1%
COc1ccc(CNC(=O)CCc2c(C)c3cc4c(C)c(C)oc4cc3oc2=O)cc1OC	-13%
COc1ccccc1CNS(=O)(=O)c1cc(C(=O)Nc2cccc(C(F)(F)F)c2)ccc1F	0%

# Source: PubChem BioAssay
